Compound activity deposited in PubChem by National Center for Advancing Translational Sciences (NCATS).
GLS inh – inhibitors of human glutaminase (GLS). GLS enzymatic activity, qHTS titration. Potency, µM (doses to about 45.5 µM), without a hit: at the top dose activity change, negative = inhibition, hits mostly inhibitors. O94925. hit rate 0.21% among 410,000; also: potency is read from the fitted curve at half-maximal effect; % is scaled to controls: 0 for no effect and ±100 for the full control effect
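Assay buffer: 45 mM KH2PO4 pH 8.2, 0.02% Tween-20. hKGA acts on L-glutamine (1 mM solution added); product glutamate is reported by an oxidase/peroxidase Amplex Red coupling, with fluorescence taken at baseline and 30 min.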
Pin1 inhibitor – blocks the human prolyl isomerase Pin1; Q13526; Pin1 FP peptide displacement, HiFluor488, 10 min; Potency, µM (doses to about 115 µM), for the others: at the highest dose activity, negative = inhibition, actives largely listed as inhibitors; hit rate 0.009% among 390,000; AID 504891; active = well fitted inhibition curve with a large enough effect in the polarisation, with a control signal flat, not every such curve was filed as active; inconclusive = small, poorly fitted or top-dose-only effect, or effect the other way, or a change in a side signal; inactive = no such curve, though single readings can be large or run the other way; the % refers to the polarisation; also: potency is read from the fitted curve at half-maximal effect; % is scaled to controls: 0 for no effect and ±100 for the full control effect
Target sequence (Q13526 whole entry, looked up): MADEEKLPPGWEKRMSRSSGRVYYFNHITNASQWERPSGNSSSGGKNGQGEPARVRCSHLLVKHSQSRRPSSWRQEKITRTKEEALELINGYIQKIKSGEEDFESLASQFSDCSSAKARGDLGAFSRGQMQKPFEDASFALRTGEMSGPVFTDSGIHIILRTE
BAZ2B block – blocks human BAZ2B. Q9UIF8. AlphaScreen BAZ2B-H3K14Ac peptide displacement. Potency, µM (highest dose often 114 µM), without a hit: top-dose activity change, negative = inhibition, most hits filed as inhibitors. hit rate 4.4% among 360,000; also: potency is read from the fitted curve at half-maximal effect; % is scaled to controls: 0 for no effect and ±100 for the full control effect; nearly all actives have a fitted effect of over 60% in size
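In this displacement format the biotinylated H3(5-23) peptide acetylated at Lys14 serves as ligand at 50 nM, with BAZ2B at 50 nM in PBS pH 7.4 containing 0.01% Tween-20. Donor and acceptor beads are 10 ug/mL final.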
G9a inh – inhibitors of human histone lysine methyltransferase G9a. Potency, µM (doses to about 102 µM), without a hit: at the top dose activity, negative = inhibition, usual class: inhibitors. AID 504332. G9a H3K9 monomethylation, AlphaScreen, 2 h. hit rate 8.8% among 350,000; also: potency is read from the fitted curve at half-maximal effect; % is scaled to controls: 0 for no effect and ±100 for the full control effect; nearly all actives have a fitted effect of over 75% in size
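Quantitative HTS format: methyltransferase activity on a biotin-tagged H3K9 peptide is measured by AlphaScreen, using a rabbit anti-monomethyl-H3K9 antibody with streptavidin donor and anti-IgG acceptor beads. Final levels are 20 nM enzyme, 500 nM peptide, 20 uM SAM; 2 h RT.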
HP1b chromo inh – HP1-beta chromodomain-methylated histone interaction inhibition; P83916; AlphaScreen HP1-beta / biotin-H3K9me3 peptide binding; Potency, µM (top dose mostly 114 µM), for inactives: at the top dose activity change, negative = inhibition, most hits filed as inhibitors; hit rate 0.56% among 390,000; also: potency is read from the fitted curve at half-maximal effect; nearly all actives have a fitted effect of over 70% in size; inactives centre near 23
Target sequence (P83916 whole entry, looked up): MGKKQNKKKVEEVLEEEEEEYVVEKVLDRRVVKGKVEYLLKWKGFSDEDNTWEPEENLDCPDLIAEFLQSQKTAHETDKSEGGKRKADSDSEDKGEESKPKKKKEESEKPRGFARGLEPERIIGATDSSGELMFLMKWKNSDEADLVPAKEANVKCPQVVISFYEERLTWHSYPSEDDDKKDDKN
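AlphaScreen: HP1-beta (50 nM) preformed 30 min with biotin-H3(1-18)K9me3 peptide (50 nM) in PBS pH 7.4, 0.01% Tween-20. Compound added for 30 min at RT, then streptavidin donor/nickel chelate acceptor beads (10 ug/mL) for 30 min.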
Pol eta inh – blocks human DNA polymerase eta activity | Q9Y253 | recombinant Pol eta, fluorescent DNA replication assay | Potency, µM (doses to about 114 µM), inactives show top-dose activity change, negative = inhibition, most hits filed as inhibitors | hit rate 1.2% among 390,000; also: potency is read from the fitted curve at half-maximal effect; % is scaled to controls: 0 for no effect and ±100 for the full control effect
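Pol eta (10 nM) was preincubated with compounds for 15 min at room temperature, after which fluorescent replication substrate (50 nM final) was added to start the reaction. Fluorescence was read kinetically at 0 and 10 min.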
Tb PGK inh – inhibitors of T. brucei phosphoglycerate kinase; hit rate 0.043% among 380,000; AID 602233; PGK/GAPDH coupled, Kinase-Glo luminescence, 60 min; P07378; Potency, µM (highest dose often 57.5 µM), for inactives: at the top dose activity change, negative = inhibition, actives largely listed as inhibitors; also: potency is read from the fitted curve at half-maximal effect; % is scaled to controls: 0 for no effect and ±100 for the full control effect; nearly all actives have a fitted effect of over 60% in size
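Recombinant glycosomal PGK reaction used 1,3-bisphosphoglycerate generated in-well by GAPDH (100nM final) in 100mM TEA pH 7.6, 5mM MgCl2, 0.01% Tween-20. After 60 minutes at room temperature, ATP was read by Kinase-Glo Plus luminescence end-point.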
PI4K2A inh – blocks human PI4K2A kinase activity; AID 1346378; hit rate 0.13% among 420,000; activity change, negative = inhibition, % at 76.9 µM; purified PI4K2A, ADP-Glo luminescence, 1 h; stronger effect = lower value; Q9BTU6; in the data active = activity change below about -50%; inconclusive = mostly about -30% to -49%;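 also: -100% = wells without enzyme as full effect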
Target sequence (Q9BTU6 whole entry, looked up): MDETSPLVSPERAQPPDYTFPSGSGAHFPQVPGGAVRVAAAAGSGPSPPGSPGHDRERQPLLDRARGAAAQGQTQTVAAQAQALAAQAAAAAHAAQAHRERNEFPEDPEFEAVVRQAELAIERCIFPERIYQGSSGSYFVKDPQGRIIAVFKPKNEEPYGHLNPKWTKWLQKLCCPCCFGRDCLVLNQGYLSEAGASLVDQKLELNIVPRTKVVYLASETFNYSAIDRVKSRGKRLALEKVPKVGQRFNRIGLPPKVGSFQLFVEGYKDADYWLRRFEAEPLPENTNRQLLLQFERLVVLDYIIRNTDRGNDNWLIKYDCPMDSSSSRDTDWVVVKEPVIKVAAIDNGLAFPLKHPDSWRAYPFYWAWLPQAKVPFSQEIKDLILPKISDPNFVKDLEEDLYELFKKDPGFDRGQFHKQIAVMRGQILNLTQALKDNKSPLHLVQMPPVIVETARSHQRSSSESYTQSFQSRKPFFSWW
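ADP-Glo luminescence measured ADP generated by PI4K2A enzyme (4 ug/mL before mixing) with 1.2 mM PI substrate (pre-mix) and 300 microM ATP (pre-mix). Tris pH7.5 buffer with MgCl2, Triton X-100; 1 h reaction at ambient temperature.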
JMJD2A Tudor – blocks the human JMJD2A Tudor domain | O75164 | AlphaScreen JMJD2A-Tudor / H3K4me3 peptide binding | Potency, µM (titrated, usually from 114 µM), for the others: at the highest dose activity change, negative = inhibition, hits mostly inhibitors | hit rate 4.4% among 390,000 | AID 504339; also: potency is read from the fitted curve at half-maximal effect; % is scaled to controls: 0 for no effect and ±100 for the full control effect; nearly all actives have a fitted effect of over 50% in size
An asterisk follows results filed as active; i = inactive; ? = inconclusive; . = no result given; [ ] = another dose, or the depositor's remark. Unless noted, calls follow the shape of the dose curve; as a rule, active = well fitted curve in the direction sought with a large enough effect; inconclusive = small, poorly fitted or top-dose-only effect, or another doubt; inactive = no such curve, though single readings can be large; an effect the other way counts as inactive or inconclusive.

SMILES	GLS inh	Pin1 inhibitor	BAZ2B block	G9a inh	HP1b chromo inh	Pol eta inh	Tb PGK inh	PI4K2A inh	JMJD2A Tudor
CC(C)c1ccc(OCC(O)CN2CCN(c3ccc(F)cc3)CC2)cc1 (centres undefined)	8%	19%	-18%	10µM*	10%	-11%	13%	-2	79µM*
CCOC(=O)N1CCN(C(=O)c2ccc3[nH]c(C)c(C)c3c2)CC1	-5%	4%	.	.	19%	-26%	-8%	1	-16%
O=C(NCc1cccc(Br)c1)C1CCCCN1S(=O)(=O)c1ccc(F)cc1 (centres undefined)	3%	?	11%	-6%[59 µM]	50%[activator]	0%	11%	-3	16%
NS(=O)(=O)c1ccc(CNS(=O)(=O)c2cccc3nonc23)cc1	0%	3%	1%	7%	33%	-18%	i	0	-1%
CC(C)(C)C1CCc2nc(NC(=O)c3ccc([N+](=O)[O-])cc3)sc2C1 (centres undefined)	6%	-1%	-2%	-4%[59 µM]	-7%	-8%	-10%	-5	-23%
COc1ccc(N(CC(=O)NC(C)(C)C)C(=O)c2ccco2)cc1	1%	0%	-5%	11%[59 µM]	12%	-4%	2%	2	-14%
Cc1cccc(N(CC(O)CN2CCCC2)S(=O)(=O)c2ccccc2)c1 (centres undefined)	2%	-11%	4%	-10%	0%	-17%	-12%	1	-17%
COc1ccc(OCc2cc(C(=O)NC(C)c3nc(C)cs3)no2)c(Cl)c1 (centres undefined)	-1%	.	.	.	.	-6%	-5%	-6	.
COc1ccc(S(=O)(=O)N2CCCC2CNC(=O)C(=O)NC2CCCCCC2)cc1 (centres undefined)	0%	5%	-9%	-7%	13%	-22%	8%	0	-10%
CCN(CC)S(=O)(=O)c1ccc2c(c1)nc(CCC(=O)O)n2CC	-6%	-5%	.	-3%	-2%	-18%	-4%	4	-11%[57.1 µM]
CCCOc1ccc(Cc2nn[nH]n2)cc1	5%	-8%	-15%	50µM*	44%[activator]	-4%	2%	3	-4%
CCOC(=O)c1ccc(NC(=O)NC2CC3CCC(C2)N3C(=S)NC)cc1 (centres undefined)	4%	-5%	-27%	25%[59 µM]	22%	-23%	i	2	-9%
Cc1ccc2oc(C(=O)Nc3c(C(=O)Nc4cccc(Cl)c4)oc4ccccc34)cc(=O)c2c1	-9%	0%	1%	2%[59 µM]	3%	0%	i	4	-22%
CCc1ccccc1NC(=O)CCC(=O)N1CC(C)Oc2ccc(C)cc21 (centres undefined)	3%	-13%	1%	1%[59 µM]	22%	-7%	-4%	3	-15%
CC(C)(C)C(=O)O/N=C(\N)c1ccc([N+](=O)[O-])s1	12%	-2%	-34%	-30%	0%	-4%	6%	3	-22%
Cc1cc(S(=O)(=O)Nc2ccc(C(=O)NCc3ccncc3)cc2)ccc1F	5%	-5%	7%	20%[0.501 µM]	11%	-15%	7%	4	-16%
O=C(O)CCCC(=O)Nc1ccc(Oc2cccc(C(F)(F)F)c2)nc1	-1%	0%	-1%	1%	37%	4%	-10%	2	-3%
Cc1ccc(NC(=O)CSc2nnc(C)c(=O)[nH]2)cc1C	11%	-3%	9%	9%	36%	-22%	i	6	-6%
C=CCNC(=S)NNC(=O)c1csc(C)c1CC	3%	-9%	6%	45%[activator][59 µM]	37%[activator]	-9%	-4%	-5	-10%
CCN1C[C@@H]2[C@@H]3C(=O)N(C)C(=O)[C@@H]3[C@](Cc3ccccc3)(C1=O)N2C(=O)c1ccc(Br)cc1	0%	-10%	.	.	48%[activator]	-5%	0%	-4	3%

Sorted by formula weight (smallest number first): some entries from above.
SMILES	GLS inh	Pin1 inhibitor	BAZ2B block	G9a inh	HP1b chromo inh	Pol eta inh	Tb PGK inh	PI4K2A inh	JMJD2A Tudor
CCCOc1ccc(Cc2nn[nH]n2)cc1	5%	-8%	-15%	50µM*	44%[activator]	-4%	2%	3	-4%
Cc1ccc(NC(=O)CSc2nnc(C)c(=O)[nH]2)cc1C	11%	-3%	9%	9%	36%	-22%	i	6	-6%
O=C(NCc1cccc(Br)c1)C1CCCCN1S(=O)(=O)c1ccc(F)cc1 (centres undefined)	3%	?	11%	-6%[59 µM]	50%[activator]	0%	11%	-3	16%

New compounds follow:
SMILES	GLS inh	Pin1 inhibitor	BAZ2B block	G9a inh	HP1b chromo inh	Pol eta inh	Tb PGK inh	PI4K2A inh	JMJD2A Tudor
O=C(NN=C1CCCCCC1)NC1CCCCC1	1%	-2%	-26%	6%	-13%	-9%	-3%	0	-11%
COc1ccccc1NC(=O)CCN1C(=O)/C(=C/c2cc(OC)c(OC)c(OC)c2)SC1=S	-3%	3%	2%	-9%[0.501 µM]	38%	-13%	4%	0	-5%
Cc1cc(OCCCCCNCCO)ccc1Cl	-4%	-1%	1%	11%[59 µM]	36%[activator]	-9%	-6%	10	3%
Cc1ccc(OCC(=O)NNC(=O)C2CCN(c3ncccn3)CC2)cc1	-2%	-2%	-30%	21%[0.501 µM]	27%	-5%	8%[11.5 µM]	1	-7%
Cn1ncc(C#N)c1NC(=O)C1CC(c2c(F)cccc2Cl)=NO1 (centres undefined)	0%	0%	-7%	-34%	27%	13%	.	7	-9%
N#Cc1ccccc1Cn1c(=O)n(C2CCCC2)c(=O)c2ccccc21	1%	-1%	0%	27%[59 µM]	47%[activator]	-5%	i	5	-7%
Cc1ccc(C)c(C(=O)NCc2ccncc2)c1	12%	-3%	6%	-7%[59 µM]	48%	-8%	5%	6	-4%
COc1ccccc1N(C)S(=O)(=O)c1ccc(C(=O)N(C)Cc2ccc(Cl)s2)cc1	9%	18%	5%	?	34%	-16%	0%	0	6%
Cc1cc(NC(=O)c2noc3c2CCCC3)n(-c2ccccc2)n1	10%	-6%	-4%	16%[59 µM]	32%	-7%	-3%	-3	-4%
Cc1c(C(=O)Nc2cccc(Cl)c2)oc2ccc(S(=O)(=O)N3CCOCC3)cc12	0%	35%[activator]	5%	10%[59 µM]	32%	6%	i	-1	-12%
CC(C)CNC(=O)c1cccc(NC(=O)c2ccc3c(c2)C(=O)N(C)C3=O)c1	1%	30%	7%	?	48%[activator]	-12%	-7%	0	-1%
O=C1OC(c2ccccc2)=N/C1=C\C=C\c1ccccc1[N+](=O)[O-]	11%	1%	-3%	?	-20%	2%	0%	1	-26%
CN(c1ccccc1)S(=O)(=O)c1cccc(C(=O)NCCCN2CCCC2=O)c1	9%	-4%	-1%	-10%[2.33 µM]	14%	-3%	-7%	-4	-9%
CC(C)(C)C1CCc2c(sc(NC(=O)c3ccncc3)c2C(=O)Nc2ccccc2Cl)C1 (centres undefined)	5%	2%	-28%	2.2µM*	26%	0%	9%	-4	?
O=c1[nH]c2cc3c(cc2cc1CN(CCO)S(=O)(=O)c1ccccc1)OCCO3	0%	?	-19%	-1%	14%	-2%	3%	1	-1%
O=C(COc1ccccc1[N+](=O)[O-])Nc1ccccc1N1CCCCC1	8%	4%	-35%	.	-4%	-11%	11%	3	?
CS(=O)(=O)N(CC(=O)N1CCN(c2ccccc2)CC1)Cc1ccc(Cl)cc1	9%	4%	-5%	?	4%	-15%	5%	10	-31%
CCCCc1nn2c(=O)cc(CN(CC)c3ccccc3)nc2s1	8%	-2%	-8%	-30%[59 µM]	20%	-7%	0%	4	-16%
CCc1ccc(Nc2ncnc3sc4c(c23)CCCC4)cc1	2%	0%	59%[activator]	32%[activator][59 µM]	32%[57 µM]	-4%	-7%	-8	34%
CCc1cccc(C)c1NC(=O)N(C)C1CCCCC1	7%	-1%	19%	29%	24%	-3%	-5%	2	-6%

Single records (already shown). Screens in order: GLS inh, Pin1 inhibitor, BAZ2B block, G9a inh, HP1b chromo inh, Pol eta inh, Tb PGK inh, PI4K2A inh, JMJD2A Tudor
COc1ccccc1N(C)S(=O)(=O)c1ccc(C(=O)N(C)Cc2ccc(Cl)s2)cc1 is entered as 9%, 18%, 5%, ?, 34%, -16%, 0%, 0, 6%
Cc1ccc(OCC(=O)NNC(=O)C2CCN(c3ncccn3)CC2)cc1 is entered as -2%, -2%, -30%, 21%[0.501 µM], 27%, -5%, 8%[11.5 µM], 1, -7%
O=C1OC(c2ccccc2)=N/C1=C\C=C\c1ccccc1[N+](=O)[O-] is entered as 11%, 1%, -3%, ?, -20%, 2%, 0%, 1, -26%
CS(=O)(=O)N(CC(=O)N1CCN(c2ccccc2)CC1)Cc1ccc(Cl)cc1 is entered as 9%, 4%, -5%, ?, 4%, -15%, 5%, 10, -31%

Further entries follow.
SMILES	GLS inh	Pin1 inhibitor	BAZ2B block	G9a inh	HP1b chromo inh	Pol eta inh	Tb PGK inh	PI4K2A inh	JMJD2A Tudor
CCN(CC)S(=O)(=O)c1ccc(C(=O)NN(C)C2=NS(=O)(=O)c3ccccc32)cc1	-3%	-6%	9%	24%[0.501 µM]	51%[activator]	-14%	-8%	4	-30%
C=C1c2ccccc2O[C@H](C(=O)OCC)[C@@H]1C1CCCCC1	-3%	?	.	.	139%[activator]	-22%	2%	-2	66%[activator]
CCOc1ccc(C=NN2CCCCCC2)cc1OCC	6%	4%	.	.	?	-18%	-8%	-4	40µM*
O=C(NCc1ccc(F)cc1)C(c1ccccc1)N(C(=O)c1csnn1)c1ccccc1 (centres undefined)	0%	-3%	-11%	23%	7%	-16%	-8%	4	-18%
Cc1cc(-c2ccc(S(=O)(=O)Nc3ccc(Cl)cc3C)cc2)on1	2%	7%	-2%	?	62%[activator]	-29%	0%	-6	15%
O=C(NCC(c1ccco1)N1CCOCC1)c1ccc(C(F)(F)F)cc1 (centres undefined)	-2%	3%	8%	10%	8%	1%	6%	6	-15%
O=S(=O)(c1ccc(F)c(Cl)c1)N1CCN(C/C=C/c2ccccc2)CC1	6%	13%	-14%	?	26%	-26%	-5%	2	-10%

Some of the compounds tested (hit frequency here may not be typical).
